Source: PubChem
S2 tox – Viability Counterscreen for Primary qHTS for Inhibitors of ATXN expression; S2 cells (HEK-293 line with an ATXN2-luciferase reporter) viability, CellTiter-Fluor protease fluorescence, 24 h; Potency, µM (doses to about 56.7 µM), hits mostly cytotoxic; 0.49% of 400,000 active; AID 651635, 2014; also: potency is read from the fitted curve at half-maximal effect; nearly all actives have a fitted effect of over 40% in size
KB-V1 cytotox – qHTS assay for MDR1-selective chemotherapeutics: Primary screen using the drug-selected MDR subline cells KB-V1; KB-V1 MDR cells viability, CellTiter-Glo, 72 h; Potency, µM (series often up to 46.1 µM), inactives show top-dose activity change, negative = cytotoxicity, hits mostly cytotoxic; 3.4% of 400,000 active; also: potency is read from the fitted curve at half-maximal effect; % is scaled to controls: 0 for no effect and ±100 for the full control effect; nearly all actives have a fitted effect of over 60% in size
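Drug-selected KB-V1 cells, grown in DMEM lacking phenol red with 10% FBS, receive compound titrations; after three days at 37 degrees C, surviving cell ATP is quantified by CellTiter-Glo luminescence and responses normalized and curve-fitted.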
KB-3-1 tox – qHTS assay for MDR1-selective chemotherapeutics: Primary screen using the parental adenocarcinoma cell KB-3-1; KB-3-1 viability, CellTiter-Glo ATP luminescence, 72 h; 1.4% of 400,000 active; Potency, µM (highest dose often 46.1 µM), without a hit: at the top dose activity change, negative = cytotoxic, actives largely listed as cytotoxic; also: potency is read from the fitted curve at half-maximal effect; % is scaled to controls: 0 for no effect and ±100 for the full control effect; nearly all actives have a fitted effect of over 60% in size
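Luminescent ATP read-out (CellTiter-Glo) measures survival of drug-naive KB-3-1 cells after 72 h compound exposure at 37 °C. Titration series was screened from lowest to highest concentration, with DMSO vehicle plates as background controls.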
IL1B secr inh – qHTS for Inhibitors of Inflammasome Signaling: IL-1-beta AlphaLISA Primary Screen | activity change, % at 57.5 µM | 4.7% of 360,000 active | THP-1 LPS/ATP IL-1B secretion, AlphaLISA, 16 h; active compounds read low | AID 743279, 2014; in the data active = activity change below about -50%; inconclusive = mostly about -30% to -49%; also: % is scaled to controls: 0 for no effect and ±100 for the full control effect
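Secreted IL-1B measured by AlphaLISA bead assay after 16 h compound exposure of THP-1 cells; compounds (final up to 57.5 uM) added 1 h before LPS (250 ng/mL) and ATP (1.25 mM) stimulation; lower signal means less secretion.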
SW480 rereplic – A quantitative high throughput screen for small molecules that induce DNA re-replication in SW480 colon adenocarcinoma cells; 1.8% of 340,000 active; Potency, µM (highest dose often 46.1 µM), for the others: top-dose re-replication activation, hits mostly activators; SW480 DNA re-replication, Hoechst DNA content imaging, 48 h; also: potency is read from the fitted curve at half-maximal effect; % of control where 0% means no effect; nearly all actives have a fitted effect of over 55% in size
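Compounds, transferred as 23 nL by pin tool, were incubated with cells for 48 hr; DNA content per nucleus was then quantified by Hoechst staining and fluorescence plate imaging.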
ATXN2 expr inh – Primary qHTS for Inhibitors of ATXN expression | AID 1745845, 2022 | Potency, µM (series often up to 57 µM), for the others: top-dose activity change, negative = inhibition, usual class: inhibitors | HEK-293 ATXN2-luciferase reporter, luminescence, 24 h | 0.72% of 360,000 active; also: potency is read from the fitted curve at half-maximal effect; % is scaled to controls: 0 for no effect and ±100 for the full control effect; nearly all actives have a fitted effect of over 55% in size
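ATXN2-luciferase reporter cells (luciferase flanked by upstream and downstream ATXN2 gene portions) were treated 24 h at 37 °C with compounds at up to 57 uM. SteadyGlo luminescence gave expression; GF-AFC fluorescence gave viability.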
HT1080NT lethal – qHTS for induction of synthetic lethality in tumor cells producing 2HG: qHTS for the HT-1080-NT fibrosarcoma cell line | HT-1080-NT fibrosarcoma viability, CellTiter-Glo ATP luminescence, 48 h | Potency, µM (titrated, usually from 46.1 µM), without a hit: at the highest dose activity, negative = less viability, usual class: cytotoxic | 1.6% of 360,000 active | AID 686970, 2013;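 also: NT is the 2HG producing partner of a matched IDH1 knockdown line; potency is read from the fitted curve at half-maximal effect; 0% = DMSO-treated cells and -100% = media-only wells without cells; nearly all actives have a fitted effect of over 55% in size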
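Fibrosarcoma NT cells, 750 per well in 5% FBS RPMI, were exposed to compound for 48 hours. Viability: CellTiter-Glo luminescence.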
MCF10A rereplic – A quantitative high throughput screen for small molecules that induce DNA re-replication in MCF 10a normal breast cells; MCF 10A DNA re-replication, Hoechst nuclear intensity, 48 h; Potency, µM (titrated, usually from 46.1 µM), inactives show at the top dose activity, positive = re-replication, actives largely listed as activators; AID 624296, 2012; 2.9% of 350,000 active; also: potency is read from the fitted curve at half-maximal effect; % of control where 0% means no effect; nearly all actives have a fitted effect of over 50% in size
HT1080 IDH1KD tx – qHTS for induction of synthetic lethality in tumor cells producing 2HG: qHTS for the HT-1080-IDH1KD cell line. 2% of 360,000 active. Potency, µM (doses to about 46.1 µM), inactives show at the highest dose activity, negative = toxicity, usual class: cytotoxic. AID 686971, 2013. HT-1080 IDH1 knockdown viability, ATP luminescence, 48 h;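 also: potency is read from the fitted curve at half-maximal effect; 0% = DMSO wells and -100% = cell-free medium wells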
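Luminescent ATP read-out (CellTiter-Glo, 10 min at room temperature) after 48 h compound exposure at 37 °C gave viability of IDH1-knockdown HT-1080 cells. Activity was normalised to DMSO and cell-free wells, then fitted as concentration-response curves.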
Active calls of the source: *; i = inactive; ? = inconclusive; · = no result given; & = joins results of further samples; [ ] = remark or other dose. Unless noted, calls follow the shape of the dose curve; as a rule, active = well fitted curve in the direction sought with a large enough effect; inconclusive = small, poorly fitted or top-dose-only effect, or another doubt; inactive = no such curve, though single readings can be large; an effect the other way counts as inactive or inconclusive.

Values run as follows: S2 tox	HT1080 IDH1KD tx	HT1080NT lethal	MCF10A rereplic	ATXN2 expr inh	KB-V1 cytotox	IL1B secr inh	KB-3-1 tox	SW480 rereplic
O=C(Cn1cc(C(F)(F)F)ccc1=O)Nc1ccc2c(c1)OCO2
→ i	14%	3%	·	·	0%	-21	3%	·
CC(C)C(NC(=O)c1ccccc1F)C(=O)Nc1ccc2c(c1)OCO2 (configuration not stated)
→ i	-1%	3%	2%	·	-18%	4	-1%	-63%[inhibitor]
COCCC(=O)N1CCC(Oc2ccc(C(=O)NCc3cc(C)n(C)n3)cc2)CC1
→ i	3%	?	-1%	2%	?	9	6%	?
CCC[C@H]1CN(c2ccc(Br)cc2)C(=O)[C@@H]1CC(=O)Nc1ccccc1
→ ?	-2%	-2%	·	-39%	-15%	-11	?	·
CCOc1ccc(C(=O)NCCCn2ccnc2)cc1
→ ?	8%	9%	4%	-14%	9%	19	13%	-7%
CC(C)[C@H](NC(=O)Cc1ccccc1)C(=O)OCc1cc(=O)n2c(n1)sc1ccccc12
→ i	-15%	-11%	?	6%	-3%	8	0%	·
CCOC(=O)N1CCN(S(=O)(=O)c2ccc(C)c([N+](=O)[O-])c2)CC1
→ i	-22%	-18%	2%	-4%	?	13	-16%	-1%
CCc1nc2ccccc2n1CC1CC1(Cl)Cl (configuration not stated)
→ i	1%	0%	0%	-15%	-2%	13	8%	-5%
CCN(CC(=O)N1CCCC1)S(=O)(=O)c1cc(C)ccc1OC
→ i	4%	10%	0%	-18%	?	2	4%	-6%
Cc1ccc(CNC(=O)C(=O)NCC2OCCN2S(=O)(=O)c2ccc(C)cc2)cc1 (configuration not stated)
→ i	-5%	-1%	2%	-26%	-11%	1	12%	5%
Cc1ccccc1-c1cc(C(=O)O)nn1CC1CC(c2cccc([N+](=O)[O-])c2)=NO1 (configuration not stated)
→ i	-1%	-28%	71%	4%	0%	-2	?	?
Cn1c(=O)c2c(nc(SCCN3CCCCC3)n2Cc2ccccc2)n(C)c1=O
→ i	-17%	-4%	8%	0%	-12%	-2	4%	-5%
O=C(/C=C/c1ccccc1)N(Cc1cccc(Cl)c1)C1CCS(=O)(=O)C1 (configuration not stated)
→ i	-2%	3%	?	-2%	-26%	-23	-1%	-91%[inhibitor]
C=CCN(C(=O)c1csnn1)C(C(=O)NC1CCCCC1)c1ccc(F)cc1 (configuration not stated)
→ i	-1%	2%	?	7%	-27%	12	7%	2%
COCCNC(=O)c1ccc2c(c1)N(Cc1cc(C)ccc1C)C(=O)c1ccccc1S2=O (configuration not stated)
→ i	·	·	·	-16%	23%	·	8%	·
COc1ccc(C(C)=O)cc1CSc1nnc(Nc2ccccc2C)s1
→ ?	-21%	?	10%	?	-16%	0	?	?
CN(C)/C=C(\C#N)C(=O)Nc1ccc(F)c(Cl)c1
→ i	2%	1%	-2%	·	7%	-19	-3%	-1%
Cc1cc(C)c2c(n1)SCC(=O)N2CC(=O)Nc1ccccc1C
→ i	·	·	·	13%	7%	·	3%	·
CC(C)CNC(=O)COC(=O)c1n[nH]c2ccccc12
→ i	24%	19%	-1%	-25%	2%	15	17%	-23%
Cc1ccc(NC(=O)CCCCCN2C(=O)[C@@H]3Cc4ccccc4CN3C2=O)cc1
→ i	1%	-2%	0%	-12%	?	0	-5%	-16%

Quoted at random: 3 compounds from above.
Values run as follows: S2 tox	HT1080 IDH1KD tx	HT1080NT lethal	MCF10A rereplic	ATXN2 expr inh	KB-V1 cytotox	IL1B secr inh	KB-3-1 tox	SW480 rereplic
CCN(CC(=O)N1CCCC1)S(=O)(=O)c1cc(C)ccc1OC
→ i	4%	10%	0%	-18%	?	2	4%	-6%
O=C(/C=C/c1ccccc1)N(Cc1cccc(Cl)c1)C1CCS(=O)(=O)C1 (configuration not stated)
→ i	-2%	3%	?	-2%	-26%	-23	-1%	-91%[inhibitor]
CCOc1ccc(C(=O)NCCCn2ccnc2)cc1
→ ?	8%	9%	4%	-14%	9%	19	13%	-7%

Following part
Values run as follows: S2 tox	HT1080 IDH1KD tx	HT1080NT lethal	MCF10A rereplic	ATXN2 expr inh	KB-V1 cytotox	IL1B secr inh	KB-3-1 tox	SW480 rereplic
CCOc1cc(/C=N/NC(N)=S)cc(Br)c1OCc1ccccc1C
→ ?	-14%	-23%	?	?	9%	68	6%	1%
C1CN(CC2CCN(c3nc4nonc4nc3N3CCSCC3)CC2)CCO1
→ i	12%	2%	-28%	-25%	-24%	11	18%	-2%
CC(Nc1ccc2c(c1)OCCO2)C(=O)Nc1ccc2c(c1)OCO2 (configuration not stated)
→ i	6%	-3%	-4%	-16%	-27%	7	-1%	2%
COc1ccc(OC)c(NC(=O)C2CC(=O)N(c3ccc(Br)cc3)C2)c1 (configuration not stated)
→ i	2%	12%	13%	2%	-5%	-12	6%	-6%[9.22 µM]
O=S(=O)(c1ccc(OCC(O)CN2CCc3ccccc3C2)cc1)N1CCOCC1 (configuration not stated)
→ i	-3%	-10%	?	-4%	?	-11	-1%	7%
O=c1c(/C=C(\O)c2ccc(F)cc2)nc2ccccc2n1-c1ccccc1
→ i	18%	8%	6%	-8%	-3%	-18	-2%	20%
COc1ccc(-c2csc(/C=C/c3ccc4c(c3)OCO4)n2)cc1OC
→ i	-14%	-3%	13%	1%	-18%	-4	-12%	·
O=C1NC(O)(c2ccccc2)Oc2ccccc21 (configuration not stated)
→ i	·	·	4%	13%	25%	·	5%	0%
CSc1ncccc1C(=O)NCCc1ccccc1
→ i	23%	24%	-22%	-20%[11.3 µM]	?	-12	17%	-22%[1.84 µM]
CN(C)Cc1ccccc1CNC(=O)c1ccc(Cl)c(S(=O)(=O)NC2CC2)c1
→ ?	-1%	1%	·	·	13%	10	-1%	·
C/C(=N\NC(=O)c1ccc(-n2cnnn2)cc1)c1ccc(C)cc1
→ i	3%	-1%	?	-18%	-17%	-20	-5%	1%
CCOC(=O)c1c(C)[nH]c(C)c1C(=O)COC(=O)c1cccnc1OCC
→ i	-2%	0%[9.24 µM]	9%	4%	-1%	9	-2%	5%
O=C(CC1Nc2ccccc2NC1=O)Nc1ccccc1 (configuration not stated)
→ i	-12%	-25%	6.5µM*	-6%	?	-11	?	13µM*
Cc1cnc(C(=O)OCC(=O)NC23CC4CC(CC(C4)C2)C3)cn1
→ i	-14%	4%	-2%	-1%	9%	6	4%	-21%
Cc1ccc(C(=O)Nc2ccc(Cl)cc2C(F)(F)F)c(Cl)c1
→ i	21%	28%	10%	61%[activator]	-3%	5	-1%	-1%
C=CCNC(=O)N1CCC(n2nccc2NC(=O)CCc2ccccc2)CC1
→ i	10%	6%	3%	1%	0%	2	3%	-13%
CC(=O)c1cn(CC(=O)Nc2ccccc2Cl)c2ccccc12
→ i	?	1%	12%	·	?	32	-30%	-4%
CC(C)N(C)c1ncnc2c1ncn2[C@H]1CN(Cc2ccc(F)cc2)C[C@@H](CO)O1
→ i	-2%	4%	·	12%	-20%	-5	0%	·
CCCNc1cc(C)oc(=O)c1C(=O)CC
→ i	-7%	0%	-3%	0%	-4%	-16	16%	-1%
Cc1nc2ccc(NC(=O)Cc3ccccc3F)cc2s1
→ i	-11%	-4%	13%	62%[activator]	?	0	6%	-1%
C#CCOc1c(Br)cc(C2C(C(=O)OC)=C(C)NC3=C2C(=O)c2ccccc23)cc1OCC (configuration not stated)
→ ?	·	·	·	2%	?	·	4.6µM*	·
CCCCC[C@H](O)/C=C/[C@@H]1[C@@H](C/C=C\CCCC(=O)O)[C@@H](O)C[C@H]1O
→ i	-4%	-12%	1%&8%	-2%	-1%	-16	0%	-8%&-123%
CC(C)NC(=O)COc1ncnc2sccc12
→ i	-10%	13%	0%	-3%	-6%	43	3%	-1%
OC1(c2ccc(Br)cc2)CCNCC1
→ i	?	22µM*	-1%	?	-23%	?	-19%	-8%
CC(CCc1ccccc1)NC(=O)Cc1cccs1 (configuration not stated)
→ i	-7%	-12%	2%	3%	-23%	20	4%	0%
COc1ccc(NC(=O)CN(C)S(=O)(=O)c2ccc(C)cc2)c([N+](=O)[O-])c1
→ i	-17%	-16%	22%	-9%	-7%	-6	-7%	18%
CCc1ccccc1NC(=O)NC1CC2CCC(C1)N2Cc1ccco1 (configuration not stated)
→ i	-8%	-5%	5%	-14%[11.3 µM]	-5%	26	-1%	-6%
C=CCn1c(SCC(=O)N2CCCC2)nc2cc(C(=O)NCC3CCCO3)ccc2c1=O (configuration not stated)
→ i	4%	18%	3%	-1%	-20%	6	-1%	-3%
O=C1CCC(/C=C/c2ccccc2)=NN1Cc1ccccc1
→ i	9%	-7%	0%	-16%	-8%	-21	0%	-7%
Cc1cc(C)c2c(NC(=O)c3ccccc3Cl)c(C(=O)Nc3ccc(C)c(C)c3)sc2n1
→ i	·	·	·	54%[activator]	-12%	·	0%	·
OCC[C@H]1C[C@@H](O)[C@H](O)[C@]2(CCCc3ccccc3O2)O1
→ i	5%	15%	-8%	-4%	-2%	12	2%	-7%
Cc1cc2nc(-c3cccc(Br)c3)c(Cc3ccccc3)n2c(C)c1Br
→ i	?	?	·	44%[activator]	-11%	60	0%	·
CCCCCn1cnnc1SCC(=O)c1c(N)n(C2CC2)c(=O)[nH]c1=O
→ i	12%	1%	-5%	-3%	10%	4	-5%	-13%
Nc1nc(-c2c[nH]c3ccccc23)cs1
→ i	0%	-16%	15%	9%	8%	19	6%	-2%
Cc1cccc(-c2ccc3c(c2)C2CC3CCN2Cc2ccc3c(c2)OCO3)c1 (configuration not stated)
→ i	?	-28%	28%	-6%	-65%	46	?	?
